TDP1 block – qHTS Assay for Inhibitors of Tyrosyl-DNA Phosphodiesterase (TDP1). Tyrosyl-DNA phosphodiesterase 1 (Homo sapiens), Q9NUW8. recombinant TDP1, AlphaScreen DNA substrate cleavage. Potency, µM (doses to about 130 µM), for the others: top-dose activity change, negative = inhibition, actives largely listed as inhibitors. 350,000 compounds, 0.28% hits. AID 485290, 2010; note: nearly all actives have a fitted effect of over 40% in size
Target sequence (Q9NUW8 whole entry, looked up): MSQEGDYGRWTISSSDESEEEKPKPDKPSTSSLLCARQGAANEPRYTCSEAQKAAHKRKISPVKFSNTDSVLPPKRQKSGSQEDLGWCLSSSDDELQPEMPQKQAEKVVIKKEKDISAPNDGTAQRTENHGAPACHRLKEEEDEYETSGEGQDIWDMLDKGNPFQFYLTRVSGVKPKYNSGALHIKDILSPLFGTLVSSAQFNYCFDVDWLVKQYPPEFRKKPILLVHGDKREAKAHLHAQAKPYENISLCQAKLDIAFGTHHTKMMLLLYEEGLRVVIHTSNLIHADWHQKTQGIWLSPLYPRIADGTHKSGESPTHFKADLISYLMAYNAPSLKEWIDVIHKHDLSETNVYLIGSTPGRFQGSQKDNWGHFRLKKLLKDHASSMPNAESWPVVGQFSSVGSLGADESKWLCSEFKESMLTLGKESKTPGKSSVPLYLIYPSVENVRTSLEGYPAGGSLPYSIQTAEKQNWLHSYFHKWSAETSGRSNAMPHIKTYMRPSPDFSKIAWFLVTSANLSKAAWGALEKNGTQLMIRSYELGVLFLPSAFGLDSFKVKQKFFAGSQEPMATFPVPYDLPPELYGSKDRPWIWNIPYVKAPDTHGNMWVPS
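Recombinant E. coli-expressed Tdp1 (1 nM) preincubated with compound 15 min at RT, then 5'-biotin/3'-phosphotyrosine-FITC DNA substrate (15 nM) added for 5 min. AlphaScreen beads (10 ug/ml) added, 10 min RT; tyrosine-FITC cleavage read as signal loss.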
N370S GC – qHTS Assay for Inhibitors and Activators of N370S glucocerebrosidase as a Potential Chaperone Treatment of Gaucher Disease; Potency, µM (top dose mostly 59.4 µM), for inactives: top-dose activity change, negative = inhibition, hits mostly inhibitors; 330,000 compounds, 0.092% hits; N370S GC spleen homogenate, 4MU-glucoside fluorescence; Lysosomal acid glucosylceramidase (Homo sapiens), P04062;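 note: 0% = full enzyme activity and -100% = no enzyme basal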
FEN1 inhibitor – qHTS Assay for the Inhibitors of Human Flap endonuclease 1 (FEN1). Potency, µM (highest dose often 114 µM), without a hit: at the top dose activity change, negative = inhibition, hits mostly inhibitors. P39748. Recombinant FEN1 flap cleavage, fluorescence, 15 min. 390,000 compounds, 0.35% hits; note: nearly all actives have a fitted effect of over 65% in size
Target sequence (P39748 whole entry, looked up): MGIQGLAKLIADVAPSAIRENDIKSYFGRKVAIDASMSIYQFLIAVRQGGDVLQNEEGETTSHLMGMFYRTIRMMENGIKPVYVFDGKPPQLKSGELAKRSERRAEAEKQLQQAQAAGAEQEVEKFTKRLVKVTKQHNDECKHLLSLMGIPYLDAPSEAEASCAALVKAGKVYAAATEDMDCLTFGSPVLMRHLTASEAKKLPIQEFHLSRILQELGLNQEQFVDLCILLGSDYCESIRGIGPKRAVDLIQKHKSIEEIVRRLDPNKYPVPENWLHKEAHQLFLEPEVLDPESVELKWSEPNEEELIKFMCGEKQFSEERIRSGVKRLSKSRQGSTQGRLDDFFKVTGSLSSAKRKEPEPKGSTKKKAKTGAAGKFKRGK
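Reaction started by adding substrate (50 nM final) to 10 nM enzyme after 15 min room-temperature compound preincubation. Reads at 0 and 15 min, with data normalized and fitted to a four-parameter Hill equation.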
* = called active by the depositor; ? = inconclusive; . = not tested or not shown; & = joins results of further samples; [ ] = another dose, or the depositor's remark. Calls come from the whole dose curve; as a rule, active = well fitted curve in the direction sought with a large enough effect; inconclusive = small, poorly fitted or top-dose-only effect, or another doubt; inactive = no such curve, though single readings can be large; an effect the other way counts as inactive or inconclusive. Unless noted, % is set by controls: 0 for no effect and ±100 for the full control effect; potency is the fitted concentration of half-maximal effect.

Preview, two compounds:
SMILES	TDP1 block	N370S GC	FEN1 inhibitor
COc1ccccc1NC(=O)N1CCN(S(C)(=O)=O)CC1	2.7%	1.7%	4.5%
O=C1NCCN1CCNS(=O)(=O)c1ccc(F)c(Cl)c1	1.3%	-9.6%	-7.0%

Results, repeating the preview:
SMILES	TDP1 block	N370S GC	FEN1 inhibitor
COc1ccccc1NC(=O)N1CCN(S(C)(=O)=O)CC1	2.7%	1.7%	4.5%
O=C1NCCN1CCNS(=O)(=O)c1ccc(F)c(Cl)c1	1.3%	-9.6%	-7.0%
CCC(=O)N1CCN(c2ccc(NC(=O)c3c(F)c(F)c(OC)c(F)c3F)cc2)CC1	-0.7%	-4.2%	-14.0%
COc1ccc2c(c1)OC(=O)CC2c1ccc2c(c1)OCO2 (stereo not given)	4.1%	-6.4%[89.1 µM]	.
NS(=O)(=O)c1ccc(CCNC(=O)/C=C/c2cccc([N+](=O)[O-])c2)cc1	-2.4%	6.2%	-15.3%
CCOC(=O)C1=C(COc2ccccc2)NC(=O)NC1c1ccc(Cl)cc1 (stereo not given)	.	0.1%	-17.0%
Cc1ccc(C(=O)N2CCC(C(=O)NCc3cccnc3)CC2)cc1	2.2%	5.7%	0.6%
CCCN(CC(=O)Nc1ccccc1C)C(=O)Cc1c(C)nc2ccccc2c1C	-10.6%[56.1 µM]	.	18.0%
Cc1ccccc1-c1nn(-c2ccc(F)cc2F)cc1CNCCCN(C)C	2.7%	7.4%	1.6%
CCC1SC(CC)C(=O)N(CC(=O)NCc2ccc(F)cc2)C1=O (stereo not given)	1.2%	-6.7%	-3.9%
CCOC(=O)c1sc2ccccc2c1OC(=O)c1ccccc1OC	-8.2%	16.4%	-3.8%
O=C(CSc1nc2nn(-c3ccccc3)c(=O)c-2c2n1CCCCC2)Nc1cccc(F)c1	3.4%	.	-1.5%
CCOC(=O)C(CC)Sc1ncnc2nc[nH]c12 (stereo not given)	7.3%	4.9%	2.3%
CC(OC(=O)c1cccc(-n2cnnn2)c1)c1nc2ccccc2c(=O)[nH]1 (stereo not given)	2.5%	.	10.0%
CC(Sc1nnc(N)s1)c1ccccc1Cl (stereo not given)	2.6%	4.8%	7.5%
O=C1c2ccccc2C(=O)N1c1cccnc1	1.4%&0.0%	-0.6%	-13.6%
Cc1ccccc1NC(=O)C(=O)NCCCN1CCOCC1	2.5%	-2.6%	-3.1%
Cc1noc(C)c1S(=O)(=O)Nc1ccc(C(=O)N2CCc3ccccc3C2)cc1	0.0%	-21.5%	-1.6%
C=C(C)C(=O)Nc1cccc(C2=NOC3(C2)C[C@@H](C(N)=O)N(C(=O)/C(C)=C/C)C3)c1 (stereo not given in full)	.	-1.8%	-19.8%
NS(=O)(=O)c1ccc(NC(=O)c2ccc(COc3ccccc3)o2)cc1	0.0%	6.0%	5.6%
CN(C)CCNC(=O)C(=O)C1C(=O)Nc2ccccc21 (stereo not given)	0.0%	-0.7%	.
Cc1noc2ncnc(NCc3ccc(Cl)cc3)c12	3.2%	.	5.4%
CN(CC1CCN(CCc2cccc(C(F)(F)F)c2)CC1)C(=O)c1ccc(F)cc1	2.0%	-23.1%	-9.1%
CN(c1ccccc1C(=O)Nc1cccc(Cl)c1Cl)S(C)(=O)=O	4.6%	6.2%	-2.6%
O=C(N(c1ccccc1)c1ccccc1)N(c1ccccc1)c1ccccc1	-2.5%	5.1%	-23.2%
SMILES	TDP1 block	N370S GC	FEN1 inhibitor
COc1cc(=O)[nH]c(=O)n1CC(=O)c1ccccc1	2.6%	1.9%	12.4%
NNC(=O)c1ccc(S(=O)(=O)N2CCc3ccccc32)cc1	.	-15.9%	-2.5%
CCn1c(SCC(=O)N/N=C/c2ccccc2OCC(=O)O)nnc1-c1ccc(C)cc1	-6.0%	-0.2%	13.1%
CC1=CC(=C2N=C(c3ccccc3)OC2=O)C=C(C)O1	8.8%	-20.4%	-10.3%
Nc1ncccc1OCc1cccc(C(F)(F)F)c1	11.4%	-1.6%	-3.1%
COc1ccc(NC(=O)c2cnc(N3CCCC3)nc2)cc1OC	3.8%	.	-2.3%
CCCc1n[nH]c(=S)n1Cc1ccco1	.	1.3%	-11.9%
O=C(CN(CCc1ccccc1)C(=O)c1csnn1)NCc1ccc(F)cc1	5.0%	2.1%	3.7%
COc1ccc(OC)c(-c2nc(C(=O)NC3CCN(Cc4ccccc4)CC3)cc3c2[nH]c2ccccc23)c1	.	7.1%	12.8%
Cc1ccsc1CN(Cc1ccco1)C(=O)c1ccc(Cl)cc1	-2.3%	.	-0.1%
Cc1noc(C)c1C(c1ccccc1)c1ccccc1	-1.0%	3.4%	-20.3%
Cc1nn(Cc2ccccc2)c(C)c1C(=O)N1CCN(CC(=O)Nc2ccc(F)cc2)CC1	1.1%	.	0.8%
O=C(Nc1ccccc1OCc1cc(=O)n2ccccc2n1)c1ccccc1F	-2.7%	.	18.5%
CC(=O)c1ccc(N=c2scc(C)n2C(C)C)cc1	2.3%	-0.5%	-0.7%
O=c1[nH]c2cccnc2n(CCNc2ncc(C(F)(F)F)cc2Cl)c1=O	3.8%	8.5%	2.6%
Cc1ccc(C(=O)N2CCOCC2)c(F)c1F	5.5%	-15.8%	12.7%
CC(C)c1ccc(NC(=O)c2cc(S(=O)(=O)NC3CCCCC3)ccc2F)cc1	-2.6%	.	0.3%
Cc1ccc(Cc2nnc(SCC(=O)Nc3ccc(C)cc3C)[nH]c2=O)cc1	-4.7%	1.9%	-3.5%
CCOc1cc(C2c3c(oc4ccc(F)cc4c3=O)C(=O)N2Cc2ccc(C)cc2)ccc1O (stereo not given)	0.0%	.	21.2%
CC1(C)CC(=O)c2sc(NC(=O)CCS(=O)(=O)c3ccccc3)nc2C1	9.8%	-1.5%	-12.2%
S=c1[nH]nc(COc2ccccc2)n1/N=C/c1ccccc1Br	.	-7.2%	0.2%
CCc1cccc(NC(=O)c2cc3c(=O)oc4ccc(C)cc4c3s2)c1	-4.6%	.	12.9%
COc1ccc(CCNC(=O)Cn2cnc3c(nnn3Cc3ccc(C)cc3)c2=O)cc1OC	0.7%	5.4%	-15.3%
CC1CCCCN1C(=O)CSc1nc2ccccc2n1CC(=O)N1CCc2ccccc21 (stereo not given)	5.8%	-0.8%	4.0%
Cc1c(NC(=O)COC(=O)c2cccn2C)c(=O)n(-c2ccccc2)n1C	-0.5%	.	14.6%

Some of the entries above in another layout.
Under each structure: TDP1 block	N370S GC	FEN1 inhibitor
- Cc1noc(C)c1C(c1ccccc1)c1ccccc1
 : -1.0%	3.4%	-20.3%
- CC(C)c1ccc(NC(=O)c2cc(S(=O)(=O)NC3CCCCC3)ccc2F)cc1
 : -2.6%	.	0.3%
- NNC(=O)c1ccc(S(=O)(=O)N2CCc3ccccc32)cc1
 : .	-15.9%	-2.5%
- Cc1c(NC(=O)COC(=O)c2cccn2C)c(=O)n(-c2ccccc2)n1C
 : -0.5%	.	14.6%
- CC1=CC(=C2N=C(c3ccccc3)OC2=O)C=C(C)O1
 : 8.8%	-20.4%	-10.3%

Continuation:
SMILES	TDP1 block	N370S GC	FEN1 inhibitor
COc1cc(-c2oc3ccc(C)cc3c(=O)c2O)cc(OC)c1OC	-5.3%	.	-13.8%
Cc1ccc(-c2nn(-c3ccccc3)cc2/C=N/NS(=O)(=O)c2ccccc2)cc1	5.0%	6.8%	-5.3%
CCOc1ccccc1-c1nnc2n1N=C(c1cc(OC)ccc1OC)CS2	12.7%	6.4%	.
COCCNc1ncnc2c1cnn2Cc1ccccc1Cl	.	3.2%	15.7%
CCOC(=O)CN(C)Cc1cn[nH]c1-c1ccc2cc(OC)ccc2c1	4.2%	-18.4%	2.2%
CCNC(=S)N(CCc1ccccc1C)Cc1cc2cc(OC)c(OC)cc2[nH]c1=O	5.6%	28.5%	-10.8%
COc1ccc(NC(=O)Cn2cnc3sc(C)c(S(=O)(=O)N4CCN(C)CC4)c3c2=O)cc1OC	2.3%&8.8%	0.3%	-0.4%&-0.9%
CC[C@]12c3[nH]c4cc(-c5ccco5)ccc4c3CCN1C(=O)[C@@H](CC(=O)NCc1cccc(C(F)(F)F)c1)C[C@@H]2C(=O)N1CCN(C(=O)C2CC2)CC1	1.8%[56.1 µM]	.	-5.6%
Cc1cccnc1NC(=O)c1ccc(C(=O)c2ccccc2)cc1	.	-9.7%	-2.5%
CCc1csc(CNC(=O)C2CCC(=O)N(Cc3cccc(F)c3)C2)n1 (stereo not given)	1.5%	-13.1%	6.7%
Cc1c(C(=O)NCc2ccccc2CN2CCCC2)oc2c(F)cccc12	0.4%	.	5.9%
Cc1cccc(CSc2cn(CC(=O)N3CCCCCC3)c3ccccc23)c1	-2.6%	.	-0.8%
COc1cccc(N2CC(C(=O)NCc3n[nH]c(=O)c4ccccc34)CC2=O)c1 (stereo not given)	.	-2.3%	6.0%
CN(C)C(=O)C12CCC(C)(C(=O)C1Br)C2(C)C (stereo not given)	0.0%	1.4%	14.0%
COC(=O)C1=C(C)N(CCCC(=O)O)C(=O)NC1c1cc2c(cc1[N+](=O)[O-])OCO2 (stereo not given)	.	-4.8%	?
O=C(CSc1nc2ccccc2s1)N1CCN(C(=O)c2ccco2)CC1	2.6%	-0.3%	-4.8%
N/C(CSc1nc(-c2ccccc2)c(-c2ccccc2)o1)=N\O	6.2%	-12.4%	-1.6%
CCOc1ccccc1NC(=O)CN(CCc1ccccc1)S(=O)(=O)c1ccc(C)cc1	-1.3%[12.3 µM]	.	0.1%
O=C1NCCCC2c3c(cc(Br)c(O)c3Br)OC12N1CCCCC1 (stereo not given)	0.0%	-7.8%	10.0%
O=C(CN1C(=O)NC2(CCCC2)C1=O)N1CCN(c2ccccc2O)CC1	1.3%	-13.0%	7.1%
O=C(NC1=NCCS1)c1cc(-c2cccnc2)nc2ccccc12	-5.1%	-2.8%	1.9%
COc1cccc(-c2nnc3n(CCc4ccccc4)c(=O)c4ccccc4n23)c1O	2.9%	.	15.4%
CC(C(=O)NCCS(=O)(=O)c1ccc(Cl)cc1)S(=O)(=O)c1ccccc1 (stereo not given)	2.4%	0.1%	15.4%
COc1ccc(NC(C)=O)cc1NC(C)c1nc2sc(C)c(C)c2c(=O)[nH]1 (stereo not given)	1.8%	-11.2%	-8.7%
Nc1nonc1-c1noc(-c2ccccc2Br)n1	-6.9%	8.1%	-1.6%
SMILES	TDP1 block	N370S GC	FEN1 inhibitor
COc1cccc(C(C(=O)NC2CCCC2)N(Cc2ccccc2OC)C(=O)c2ccco2)c1 (stereo not given)	-1.7%	4.7%	-4.4%
CC1CC(C)CN(C(=S)SCc2nc(N)nc(Nc3ccccc3)n2)C1 (stereo not given)	4.8%	6.0%	-25.3%
CCOC(=O)c1cc(OC(=O)c2ccccc2C)n(-c2ccccc2)n1	-4.2%	.	-14.0%
Cc1ncc(CO)c(CNc2ccc(-c3nc4ccccc4[nH]3)cc2)c1O	.	-5.1%	-20.3%
COc1ccc(-c2noc(CN(C)S(=O)(=O)c3ccc(C)cc3)n2)cc1	-5.6%	13.7%	-17.8%
CCOCCn1c(CN2CCN(C(c3ccccc3)c3ccccc3)CC2)nc2c1c(=O)n(C)c(=O)n2C	.	-6.3%	15.6%
COc1ccc2cc(C(c3nnnn3CC3CCCO3)N3CCOCC3)c(=O)[nH]c2c1 (stereo not given)	1.0%	0.9%	-8.6%
COc1cc(C(=O)N2CCCc3ccccc32)c([N+](=O)[O-])cc1OC	.	4.9%	-14.6%
CC12CCC(C(=O)N(Cc3ccccc3)Cc3ccccc3)(OC1=O)C2(C)C (stereo not given)	2.0%	20.6%	-17.0%
COc1ccc(CCNC(=O)CCn2c(=O)c3ccccc3n(CC(=O)Nc3cccc(C)c3)c2=O)cc1OC	1.8%	.	2.6%
CCCCCn1c(=O)[nH]c2cc(C(=O)NCCN3C(C)CCCC3C)ccc2c1=O (stereo not given)	0.0%	?	6.1%
COc1cc(OC)c(OC)cc1CNCCCSc1nnnn1C	-0.5%	.	4.7%
CCC1CCCCN1S(=O)(=O)c1ccc(-n2cnnn2)c(C)c1 (stereo not given)	0.2%	-1.1%	-12.0%
COc1ccc(Cc2nnc(NC(C)=O)s2)cc1	4.9%	-11.5%	-1.5%
COc1ccccc1C(=O)N1CCN(S(=O)(=O)Cc2ccccc2)CC1	6.2%	-18.7%	-13.5%
CCN(CC)c1ccc(NC(=O)Nc2ccccc2C(F)(F)F)cc1	11.4%	-10.1%	0.8%

As entered above.
In TDP1 block, `CC12CCC(C(=O)N(Cc3ccccc3)Cc3ccccc3)(OC1=O)C2(C)C` (stereo not given) is entered as 2.0%
In TDP1 block, `COc1ccc(Cc2nnc(NC(C)=O)s2)cc1` is entered as 4.9%

Assay outcomes (PubChem BioAssay)
